Mtb BioA inh – inhibitors of Mycobacterium tuberculosis BioA enzyme; 0.096% of 360,000 active; purified M. tuberculosis BioA enzyme, plate reader; AID 602481; inhibition, % at 9.99 µM; in the data active = inhibition above about 40%
The depositor's hits bear a star.

The opening 9 compounds (preview)
SMILES | Mtb BioA inh
COc1ccc(CN(C)C[C@H]2OCc3cn(nn3)CCCC(=O)N([C@H](C)CO)C[C@@H]2C)cc1 | -1.8
C[C@H]1CN([C@@H](C)CO)C(=O)c2cccc(NC(=O)NC3CCCCC3)c2O[C@@H]1CN(C)C(=O)Nc1ccccc1 | 1.2
C[C@H]1CN([C@@H](C)CO)C(=O)c2cc(NS(=O)(=O)c3ccccc3)ccc2O[C@H]1CN(C)C(=O)Nc1ccc2c(c1)OCO2 | -1.4
C[C@@H]1CN([C@H](C)CO)C(=O)Cc2cc(NC(=O)Cc3ccccc3)ccc2O[C@H]1CN(C)S(=O)(=O)c1cccs1 | -0.9
C[C@@H]1CN([C@@H](C)CO)C(=O)c2cc(-c3cccc(C#N)c3)cnc2O[C@H]1CN(C)Cc1ccncc1 | -0.3
CNC[C@@H]1Oc2ccc(NC(=O)Nc3c(C)noc3C)cc2C(=O)N([C@@H](C)CO)C[C@H]1C | -0.8
C[C@H]1CN([C@@H](C)CO)C(=O)c2cccc(NS(=O)(=O)c3cn(C)cn3)c2O[C@H]1CN(C)CC1CC1 | 2.8
COCC(=O)N(C)C[C@@H]1Oc2ncc(C#Cc3ccncc3)cc2C(=O)N([C@H](C)CO)C[C@H]1C | -1.3
C[C@H]1CN([C@@H](C)CO)C(=O)c2cc(-c3ccccc3F)cnc2O[C@@H]1CN(C)Cc1cccc(C(=O)O)c1 | -4.9

The list itself, previewed entries included:
SMILES | Mtb BioA inh
COc1ccc(CN(C)C[C@H]2OCc3cn(nn3)CCCC(=O)N([C@H](C)CO)C[C@@H]2C)cc1 | -1.8
C[C@H]1CN([C@@H](C)CO)C(=O)c2cccc(NC(=O)NC3CCCCC3)c2O[C@@H]1CN(C)C(=O)Nc1ccccc1 | 1.2
C[C@H]1CN([C@@H](C)CO)C(=O)c2cc(NS(=O)(=O)c3ccccc3)ccc2O[C@H]1CN(C)C(=O)Nc1ccc2c(c1)OCO2 | -1.4
C[C@@H]1CN([C@H](C)CO)C(=O)Cc2cc(NC(=O)Cc3ccccc3)ccc2O[C@H]1CN(C)S(=O)(=O)c1cccs1 | -0.9
C[C@@H]1CN([C@@H](C)CO)C(=O)c2cc(-c3cccc(C#N)c3)cnc2O[C@H]1CN(C)Cc1ccncc1 | -0.3
CNC[C@@H]1Oc2ccc(NC(=O)Nc3c(C)noc3C)cc2C(=O)N([C@@H](C)CO)C[C@H]1C | -0.8
C[C@H]1CN([C@@H](C)CO)C(=O)c2cccc(NS(=O)(=O)c3cn(C)cn3)c2O[C@H]1CN(C)CC1CC1 | 2.8
COCC(=O)N(C)C[C@@H]1Oc2ncc(C#Cc3ccncc3)cc2C(=O)N([C@H](C)CO)C[C@H]1C | -1.3
C[C@H]1CN([C@@H](C)CO)C(=O)c2cc(-c3ccccc3F)cnc2O[C@@H]1CN(C)Cc1cccc(C(=O)O)c1 | -4.9
C/C=C/c1ccc2c(c1)O[C@@H](CN(C)Cc1ccccn1)[C@H](C)CN([C@@H](C)CO)S2(=O)=O | -0.3
CC(C)NC(=O)N(C)C[C@H]1Oc2c(NS(=O)(=O)c3ccc(Cl)cc3)cccc2C(=O)N([C@@H](C)CO)C[C@@H]1C | 0.4
CCCC#Cc1cnc2c(c1)C(=O)N([C@H](C)CO)C[C@H](C)[C@H](CN(C)C(=O)C1CC1)O2 | 1.4
CC(C)NC(=O)N(C)C[C@@H]1Oc2ccc(NS(=O)(=O)c3ccc(Cl)cc3)cc2CC(=O)N([C@H](C)CO)C[C@@H]1C | -2.5
CC=Cc1ccc2n(c1=O)C[C@H]1[C@H](CO)[C@@H](C(=O)NCCCN3CCOCC3)[C@@H]2N1Cc1cocn1 (mixture of isomers) | -0.8
C/C=C/c1ccc2c(c1)O[C@H](CN(C)Cc1ccc(F)cc1)[C@H](C)CN([C@@H](C)CO)S2(=O)=O | -1.1
COc1cccc(-c2ccc3c(c2)[C@H]2[C@H](CCN2S(=O)(=O)c2ccccc2F)[C@H](CO)N3C)c1 | 5.4
Cc1noc(C)c1NC(=O)Nc1ccc2c(c1)C(=O)N(C)[C@@H]1CC[C@H](CC(=O)NCc3ccc(Cl)cc3)O[C@H]1CO2 | 3.6
CNC(=O)C[C@H]1CC[C@H]2[C@@H](COc3ccc(NC(=O)c4ccccc4OC)cc3C(=O)N2C)O1 | -0.8
O=C(C[C@H]1CC[C@H]2[C@@H](COC[C@@H](O)CN2Cc2ccncc2)O1)NCC1CC1 | -0.4
COc1ccc(NC(=O)Nc2ccc3c(c2)C(=O)N([C@H](C)CO)C[C@@H](C)[C@H](CN(C)C(=O)NC(C)C)O3)cc1 | -0.1
C[C@@H]1CN([C@@H](C)CO)C(=O)Cc2cc(NC(=O)Cc3ccccc3)ccc2O[C@H]1CN(C)Cc1ccc(C(F)(F)F)cc1 | -0.2
CC(=O)N(C)C[C@H]1[C@@H](c2ccc(-c3ccccc3F)cc2)[C@@H](CO)N1C(C)=O | -2.6
COc1ccc(NC(=O)N(C)C[C@@H]2Oc3ccc(NC(=O)NC4CCCCC4)cc3CC(=O)N([C@@H](C)CO)C[C@H]2C)cc1 | 0.4
N#Cc1cccc(-c2ccc([C@@H]3[C@@H](CO)N4CCCCN(C(=O)Nc5ccccc5)C[C@@H]34)cc2)c1 | -1.4
Cc1ccc(S(=O)(=O)Nc2ccc3c(c2)CC(=O)N([C@H](C)CO)C[C@H](C)[C@@H](CN(C)C(=O)Nc2c(C)noc2C)O3)cc1 | 1.3
C[C@@H]1CN([C@@H](C)CO)C(=O)c2cc(NC(=O)Cc3ccccc3)ccc2O[C@@H](C)CCCCO[C@H]1CN(C)C(=O)Cc1ccccc1 | -1.3
C[C@@H]1CCCCO[C@H](CN(C)C)[C@H](C)CN([C@H](C)CO)C(=O)c2cc(NS(C)(=O)=O)ccc2O1 | 1.1
COc1cc2c(cc1OC)CN(C(=O)[C@@H]1[C@H]3C(=O)O[C@H](c4ccccc4)[C@H](c4ccccc4)N3[C@H](c3ccc(O)cc3)[C@@]13C(=O)Nc1ccc(C#CCCO)cc13)CC2 | -0.4
O=C(N[C@H]1CC[C@H](CCNC(=O)c2cnccn2)O[C@H]1CO)c1ccc2c(c1)OCO2 | -0.8
COc1ccc(NC(=O)Nc2ccc3c(c2)CC(=O)N([C@H](C)CO)C[C@@H](C)[C@H](CN(C)C(=O)Nc2ccc4c(c2)OCO4)O3)cc1 | 1.7
Cc1cccc(-c2ccc([C@H]3[C@H](CO)N4CCCCN(Cc5cncnc5)C[C@@H]34)cc2)c1 | -1.5
COc1ccc(CN(C)C[C@@H]2Oc3ccc(NC(=O)Nc4ccc5c(c4)OCO5)cc3CC(=O)N([C@H](C)CO)C[C@H]2C)cc1 | 4.9
C[C@@H]1CN([C@H](C)CO)C(=O)c2cc(NC(=O)CCCN(C)C)ccc2O[C@@H](C)CCCCO[C@@H]1CN(C)S(=O)(=O)c1cn(C)cn1 | 0.0
O=C(Nc1ccc(Cl)cc1)N[C@H]1CC[C@@H](CCn2cc(C3(O)CCCC3)nn2)O[C@@H]1CO | -0.6
C[C@@H]1CN([C@@H](C)CO)C(=O)c2cccc(NC(=O)Nc3ccc(C(F)(F)F)cc3)c2O[C@@H]1CN(C)C(=O)Nc1ccc(C(F)(F)F)cc1 | -3.6
CC(C)(C)[S@@](=O)N1Cc2cc(C(=O)N3CCOCC3)nc(-c3cccc(-c4ccccc4F)c3)c2[C@H]1CCO | -2.1
O=C(N[C@@H]1CC[C@H](CC(=O)N2CCCCC2)O[C@H]1CO)c1ccc2c(c1)OCO2 | -3.4
C[C@@H]1CN([C@H](C)CO)C(=O)c2cccc(NS(C)(=O)=O)c2O[C@H]1CN(C)C(=O)NC1CCCCC1 | -2.7
O=C(C[C@H]1CC[C@H]2[C@@H](COC[C@@H](O)CN2C(=O)Nc2ccc(Cl)c(Cl)c2)O1)NCc1ccc(Cl)c(Cl)c1 | 1.5
Cc1noc(C)c1NC(=O)N(C)C[C@H]1Oc2ccc(NS(=O)(=O)c3ccc(F)cc3)cc2C(=O)N([C@H](C)CO)C[C@H]1C | -0.3
CCCNC(=O)N1C[C@@H](C)[C@H](OC)CN(C)C(=O)c2ccc(NC(=O)CCC)cc2OC[C@@H]1C | 0.8
C[C@@H]1CCCCO[C@@H](CN(C)S(=O)(=O)c2cccs2)[C@@H](C)CN([C@H](C)CO)C(=O)c2cc(NC(=O)CCCN(C)C)ccc2O1 | -0.8
C[C@@H]1CCCCO[C@@H](CN(C)Cc2ccc(Cl)c(Cl)c2)[C@H](C)CN([C@H](C)CO)C(=O)c2cc(NS(=O)(=O)c3cn(C)cn3)ccc2O1 | 0.6
CN(C)C(=O)C[C@@H]1CC[C@@H](NC(=O)Nc2cccc(F)c2)[C@H](CO)O1 | 4.0
C[C@@H]1CN([C@H](C)CO)C(=O)Cc2cc(NC(=O)CCN3CCOCC3)ccc2O[C@H]1CN(C)S(=O)(=O)c1ccc(Cl)cc1 | -1.4
C[C@@H]1CN([C@@H](C)CO)C(=O)c2cc(NC(=O)Cc3ccccc3)ccc2O[C@@H](C)CCCCO[C@@H]1CN(C)C(=O)C1CCCCC1 | 2.0
Cc1cc(C(=O)Nc2cccc3c2O[C@H](CN(C)C(=O)Nc2ccc(C(F)(F)F)cc2)[C@@H](C)CN([C@H](C)CO)C3=O)n(C)n1 | -2.5
Cc1noc(C)c1NC(=O)Nc1ccc2c(c1)C(=O)N([C@H](C)CO)C[C@H](C)[C@@H](CN(C)C(=O)Nc1ccc(F)cc1)OCCCC[C@H](C)O2 | -0.7
CO[C@H]1CN(C)C(=O)c2ccc(NC(=O)NC(C)C)cc2OC[C@@H](C)N(Cc2ccc(-c3ccccn3)cc2)C[C@H]1C | -0.4
CC(C)C#Cc1ccc2c(c1)O[C@@H](CN(C)C(=O)C1CC1)[C@@H](C)CN([C@@H](C)CO)S2(=O)=O | 0.0

(more compounds)
SMILES | Mtb BioA inh
CO[C@@H]1CN(C)C(=O)c2ccc(NC(=O)c3ccccc3)cc2OC[C@@H](C)N(C)C[C@@H]1C | 0.1
Cc1ccccc1-c1ccc([C@@H]2[C@H](CO)N3CCCCN(S(=O)(=O)c4ccc(F)cc4)C[C@@H]23)cc1 | -1.8
C[C@@H]1CN([C@H](C)CO)S(=O)(=O)c2ccc(C#Cc3ccncc3)cc2O[C@@H]1CN(C)S(=O)(=O)c1ccc(F)cc1 | -0.2
C=CCN1C(=O)[C@]2(O[C@H](CCO)[C@@H]([Si](C)(C)c3ccc(OC)cc3)[C@@H]2C)c2cc(NC(=O)[C@H](C)O)ccc21 | 9.5
C[C@H](CO)N1C[C@H](C)[C@@H](CN(C)CC2CC2)OCCCC[C@H](C)Oc2ccc(NC(=O)CCC(F)(F)F)cc2C1=O | -0.2
OC[C@H]1[C@@H](c2ccc(-c3cccc(F)c3)cc2)[C@H]2CN(Cc3cncnc3)CCCCN21 | -0.7
C[C@@H]1CN([C@H](C)CO)C(=O)c2cc(/C=C/c3ccccc3)cnc2O[C@H]1CN(C)Cc1ccc2c(c1)OCO2 | -3.3
C[C@H]1CN([C@@H](C)CO)C(=O)c2cc(NC(=O)Nc3cccc4ccccc34)ccc2O[C@H]1CN(C)S(=O)(=O)c1ccccc1 | -1.8
COCC(=O)N(C)C[C@@H]1Oc2cc(-c3ccc(OC)cc3)ccc2S(=O)(=O)N([C@@H](C)CO)C[C@@H]1C | 0.2
Cc1cccc(-c2ccc([C@@H]3[C@@H](CO)N4CCCCN(C(=O)c5cccnc5)C[C@@H]34)cc2)c1 | -2.6
COC(=O)C[C@H]1CC[C@H]2[C@H](COc3ccc(NC(=O)c4ccccc4)cc3C(=O)N2C)O1 | -1.2
CN1C(=O)c2cc(NC(=O)Nc3ccccc3)ccc2OC[C@@H]2O[C@H](CC(=O)NC3CCC3)CC[C@@H]21 | 0.4
COc1ccc(S(=O)(=O)Nc2ccc3c(c2)C(=O)N([C@H](C)CO)C[C@H](C)[C@H](CN(C)C(=O)CCCN(C)C)OCCCC[C@H](C)O3)cc1 | 3.6
C[C@@H]1CN([C@H](C)CO)C(=O)Cc2cc(NS(=O)(=O)c3ccc(F)cc3)ccc2O[C@H]1CN(C)Cc1ccc(C(F)(F)F)cc1 | 2.7
C[C@@H]1CCCCO[C@@H](CN(C)C(=O)Cc2ccccc2)[C@@H](C)CN([C@@H](C)CO)C(=O)c2cc(NC(=O)Nc3ccc(F)cc3)ccc2O1 | 2.3
C[C@H]1CN([C@@H](C)CO)C(=O)Cc2cc(NC(=O)CCN3CCOCC3)ccc2O[C@H]1CN(C)Cc1ccncc1 | 0.6
C[C@H]1CN([C@@H](C)CO)C(=O)c2cc(-c3ccc(F)cc3)cnc2O[C@@H]1CN(C)C(=O)Cc1ccccc1 | 2.8
C[C@@H]1CCCCO[C@@H](CN(C)S(=O)(=O)c2cn(C)cn2)[C@@H](C)CN([C@H](C)CO)C(=O)c2cc(NS(=O)(=O)c3ccc(Cl)cc3)ccc2O1 | -5.5
C[C@@H]1CN([C@H](C)CO)S(=O)(=O)c2ccc(-c3ccccc3)cc2O[C@H]1CN(C)S(C)(=O)=O | 0.9
C[C@@H]1CN([C@@H](C)CO)C(=O)c2cccc(NC(=O)Nc3ccccc3)c2O[C@@H]1CN(C)S(=O)(=O)c1ccccc1 | -0.2
O=C(C[C@H]1C=C[C@H](NC(=O)C2CC2)[C@@H](CO)O1)NCc1ccccc1Cl | 2.9
COCC(=O)N1[C@H](CN(C)C(=O)c2ccncc2)[C@@H](c2ccccc2)[C@@H]1CO | -5.4
C[C@H](NC(=O)[C@@H]1[C@@H](CO)[C@@H]2Cn3c(ccc(C4=CCCCC4)c3=O)[C@H]1N2)c1ccccc1 | -2.1
C[C@@H]1CN([C@H](C)CO)C(=O)Cc2cc(NC(=O)NC3CCCCC3)ccc2O[C@H]1CN(C)S(=O)(=O)c1ccccc1 | 2.4
Cc1noc(C)c1NC(=O)N(C)C[C@@H]1Oc2c(NS(=O)(=O)c3cccs3)cccc2C(=O)N([C@H](C)CO)C[C@@H]1C | -0.9
C[C@H]1CN([C@@H](C)CO)C(=O)c2cc(NS(=O)(=O)c3cn(C)cn3)ccc2O[C@H]1CN(C)Cc1ccc(Cl)c(Cl)c1 | 0.5

Only part of the results is shown; count on the stated rates, not on these rows.
